Screening results (PubChem BioAssay)
Shn3 3UTR inh = reduction of Shn3 3'UTR firefly luciferase signal, primary screen, Schnurri-3 inhibitor project, cell-based, Clone20 osteoblasts, set 2. Clone20 osteoblast Shn3 3'UTR firefly luciferase, 24 h. inhibition, % at 12.5 µM. 0.52% of 360,000 active. AID 588674, 2011;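 active means mean inhibition of at least 75% with every replicate also reaching 75%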;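 further: 0% = median of neutral control wells and 100% = pilot-screen positive control compound; some compounds past the cut are filed as inactive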
HIF-2a block = HIF-2a reporter inhibitors, primary screen, luminescence, 786-0 RCC cells; inhibition, % at 18.8 µM; 786-0 RCC cells HIF-2a reporter, luciferase luminescence, overnight; AID 624352, 2012; 0.72% of 360,000 active;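 active means inhibition of the luminescence signal of 40% or more relative to plate controls, in a single-dose primary screen at 18.75 µM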
MITF TRPM1 inh = inhibitors of MITF-dependent TRPM1 promoter reporter, primary screen, cell-based, SK-MEL-5, single point, luciferase | 0.83% of 330,000 active | SK-MEL-5 TRPM1 promoter luciferase, 24 h | inhibition, % at 12.5 µM;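 active means mean inhibition across replicates of 60% or more, whatever share of single replicates reaches that level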; further: values of inactives mirror those of a sister screen read the other way
NR2E3 ag-1 = inhibitors of NR2E3-RetCOR corepressor binding, primary screen, NR2E3 agonist project, biochemical, TR-FRET, GST-NR2E3, biotin-RetCOR | Photoreceptor-specific nuclear receptor (Homo sapiens), Q9Y5X4 | 1536-well | inhibition of corepressor binding, % at 4.78 µM | 0.12% of 320,000 active | AID 2300, 2010;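 active means percent inhibition above the cutoff of mean plus 3 SD of all tested compounds, set per screening campaign, cut at about 20% in these data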;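 further: 0% = DMSO wells and 100% = biotin wells as full block of FRET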
Target sequence (Q9Y5X4 whole entry, looked up): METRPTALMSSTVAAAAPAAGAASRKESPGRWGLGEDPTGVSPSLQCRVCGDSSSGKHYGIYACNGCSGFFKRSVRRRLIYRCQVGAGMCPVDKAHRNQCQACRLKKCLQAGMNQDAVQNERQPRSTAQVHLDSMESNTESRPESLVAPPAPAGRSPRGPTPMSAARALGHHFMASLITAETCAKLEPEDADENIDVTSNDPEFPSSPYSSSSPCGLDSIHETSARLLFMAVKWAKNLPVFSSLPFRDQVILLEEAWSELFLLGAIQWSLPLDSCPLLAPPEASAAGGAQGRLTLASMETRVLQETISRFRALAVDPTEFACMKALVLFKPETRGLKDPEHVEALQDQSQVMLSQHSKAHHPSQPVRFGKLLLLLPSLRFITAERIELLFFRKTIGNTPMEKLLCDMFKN
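System: GST-NR2E3 and biotin-RetCOR proteins; probe or stimulus: 7 nM biotin-RetCOR; doses: compound at 4.8 µM, single dose; schedule: Compound–protein incubation for 5 h at 4 °C; detection: time-resolved FRET; read-out: percent inhibition; controls: biotin wells as high control, 0.6% DMSO wells as low control; format: 1536-well plates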
CF NFkB block = inhibitors of PAF-induced NF-kB signaling, primary screen, cell-based, GFP fluorescence, uHTS. KKLEB NF-kB-GFP reporter, GFP fluorescence overnight. 0.86% of 360,000 active. inhibition, % at 5 µM;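 active means at least 50% inhibition at 5 µM, scaled per plate between neutral and stimulator controls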;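 further: PAF is a Pseudomonas aeruginosa culture filtrate used as stimulus; plate controls were PAF-stimulated DMSO wells for no effect and unstimulated DMSO wells for full effect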
Peg3 prom inh = Peg3 promoter-driven luciferase inhibitors, primary screen, cell-based, HeLa, luciferase luminescence; HeLa PEG-Prom luciferase reporter, overnight; inhibition, % at 20 µM; 1.7% of 360,000 active;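 active means inhibition of at least 50% at 20 µM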
NR2E3 ag-2 = NR2E3 agonists in two-hybrid cells, primary screen, cell-based, luminescence, CHO-S, Gal4-NCOR/VP16-NR2E3; Photoreceptor-specific nuclear receptor (Homo sapiens), Q9Y5X4; luciferase; inhibition of corepressor binding, % at 3.98 µM; 0.35% of 360,000 active; AID 602229, 2012;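 active means inhibition above the mean of all tested compounds plus 3 SD, cut at about 70% in these data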;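 further: 0% = DMSO with NR2E3 transfected cells and 100% = cells lacking NR2E3 construct; higher means lower luciferase signal from less NR2E3 corepressor binding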
KKLEB tox = cytotoxicity in KKLEB CF airway cells, primary screen, cytotoxicity control for CF NF-kB inhibitor project, cell-based, uHTS, fluorescence assay plates; KKLEB CF airway cells viability, ATPlite luminescence, overnight; stronger effect = lower value; cells stimulated with P. aeruginosa culture filtrate; activity change (cytotoxicity), % at 5 µM; 0.36% of 360,000 active;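 active means corrected activity change at or below -50% at 5 µM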
TROY signal inh = inhibitors of TROY-driven NF-kB signaling, primary screen, Q293 LMP1-TROYcd cells, NF-kB luciferase, uHTS; inhibition, % at 10 µM; AID 1347056, 2019; Q293 LMP1-TROYcd NF-kB luciferase reporter, 4 h; 0.98% of 360,000 active;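 active means compounds whose plate-normalised and pattern-corrected inhibition of the luciferase reporter signal at the single screening dose is 50% or more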
TWEAK-Fn14 inh = inhibitors of TWEAK-Fn14 signaling, primary screen, luciferase reporter cells, uHTS; AID 1159606, 2016; 2% of 360,000 active; inhibition, % at 10 µM; TWEAK-stimulated Fn14 reporter cells, luciferase luminescence, 8 h; in the data active means inhibition above about 50%
TRAIL sens C8 = viability loss with TRAIL in NB7+C8 cells, primary screen, TRAIL sensitizer project, cell-based, ATPlite luminescence; 1% of 360,000 active; inhibition (viability loss, TRAIL sensitization), % at 10 µM;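 active means compounds causing at least 50% loss of cell viability in the single-dose screen, relative to plate controls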
* = called active by the depositor; nt = no result given.

SMILES	Shn3 3UTR inh	HIF-2a block	MITF TRPM1 inh	NR2E3 ag-1	CF NFkB block	Peg3 prom inh	NR2E3 ag-2	KKLEB tox	TROY signal inh	TWEAK-Fn14 inh	TRAIL sens C8
O=C(CSc1nncn1-c1ccccc1)Nc1ccccc1F	-3.1	-10.2	-2.7	-2.5	0.1	-14.5	-3.4	-6.0	7.9	-2.1	0.1
CCN(CC)C(=O)CCCC(=O)N(CC)CC	10.9	13.2	-8.7	4.9	3.3	3.0	-1.3	7.2	-13.8	-1.0	-10.6
S=C(Nc1ccc2c(c1)OCO2)N1CCN(Cc2ccco2)CC1	-25.2	-167.2	-41.0	1.1	-31.3	-138.8	-0.8	-6.3	-9.6	-27.3	59.9*
CC(C)C[C@H]1CNC(=S)N1CC1CCN(CCC23CC4CC(CC(C4)C2)C3)CC1	14.1	-0.6	41.0	nt	-7.2	29.9	-8.1	-11.6	0.7	-3.1	-16.2
c1ccc(C(c2nnnn2C2CCCC2)N2CCN(c3ccccc3)CC2)cc1 (stereo not drawn)	-11.1	29.7	-13.2	0.8	16.9	36.5	1.9	-4.6	-8.1	-5.9	7.4
COC(=O)[C@@]1(Cc2ccc(F)cc2)[C@H]2c3cc(C(=O)N(C)C)n(CCc4c[nH]c5ccc(OC)cc45)c3C[C@H]2CN1C(=O)c1ccccc1	nt	18.6	nt	nt	nt	nt	-18.2	nt	-18.0	34.5	5.6
Cc1ccc(-n2c(N)c(C#N)c(-c3ccc(Cl)cc3)c(C#N)c2=O)cc1	nt	23.2	8.7	1.9	-16.1	15.0	4.4	-3.7	4.8	2.0	17.5
O=[N+]([O-])/C(N=Nc1ccccc1)=N\Nc1ccccc1	1.7	-12.8	7.1	-0.3	2.9	-2.7	-15.7	-0.7	-1.6	-3.2	0.2
Cn1c(=O)n(C)c2cc(S(=O)(=O)Nc3ccccc3)ccc21	26.9	13.2	6.0	2.7	-9.8	12.8	18.9	7.8	-10.4	21.0	5.3
COc1ccccc1N1CC(C(=O)Nc2ccc3c(c2)OCO3)CC1=O (stereo not drawn)	-74.4	17.5	-4.4	-0.6	3.6	10.9	-5.2	-3.9	-6.0	-1.8	-7.5
O=C(OCCN1CCCCC1)c1cccc(F)c1	34.9	8.2	2.7	-1.7	-7.0	12.3	-26.8	7.0	-10.8	-6.4	-15.0
CCSc1ncnc2c1oc1ccccc12	-13.2	-36.3	-35.8	-4.0	-2.9	-19.7	-6.3	3.7	-44.7	-6.4	-13.9
COc1cc(OC)cc(C(=O)Nc2ccc3c(c2)COC3=O)c1	-35.0	-84.2	-71.0	4.0	-42.4	-82.0	-42.2	11.0	-34.5	-16.3	-21.5
CCCC(=O)N1CCCC1(C)C(=O)NCc1c(F)ccc(C)c1F (stereo not drawn)	-13.6	-5.6	nt	nt	-14.7	4.9	11.6	5.0	-6.0	6.5	2.3
COc1ccc(OC(=O)CCN2C(=O)C3C4C=CC(C4)C3C2=O)cc1 (stereo not drawn)	1.8	14.4	-4.2	0.1	9.5	8.7	-2.7	-11.6	-4.4	-12.1	-0.1
C#CCN(C[C@H]1[C@H](OC(=O)NCc2ccccc2F)[C@H](OC(=O)NCc2ccccc2F)C[C@H]2C(=O)N(c3ccccc3)C(=O)[C@@H]12)S(=O)(=O)c1ccc(C)cc1	10.3	7.0	nt	nt	-3.2	-0.5	-67.1	1.8	-3.0	-0.9	-6.3
CC(C)CC(=O)NC1(C(F)(F)F)C(=O)Nc2c1c(=O)n(C)c(=O)n2C (stereo not drawn)	-4.9	6.7	2.8	-0.5	2.6	11.3	0.1	-5.0	19.7	-9.1	-7.3
COc1cc(C(O)c2nc(-c3cccc(C(=O)O)c3)cs2)ccc1F (stereo not drawn)	-16.5	-9.8	nt	nt	12.4	-37.1	-26.0	2.2	-34.6	-19.5	-14.3
COC(=O)c1sc(NC(=O)c2ccco2)c(C#N)c1C	13.1	-5.0	-3.5	-1.1	-10.8	-13.3	9.2	-3.4	-2.9	2.4	-17.3
c1ccc(Nc2scc(-c3ccccc3)[n+]2Cc2ccco2)cc1	-93.3	-324.6	-62.9	-0.8	-13.4	-320.9	-100.8	2.8	-9.4	9.8	-5.5

Three entries out of the list above, arranged by their value in MITF TRPM1 inh, smallest number first:
| smiles | Shn3 3UTR inh | HIF-2a block | MITF TRPM1 inh | NR2E3 ag-1 | CF NFkB block | Peg3 prom inh | NR2E3 ag-2 | TWEAK-Fn14 inh |
| --- | --- | --- | --- | --- | --- | --- | --- | --- |
| COc1ccc(OC(=O)CCN2C(=O)C3C4C=CC(C4)C3C2=O)cc1 (stereo not drawn) | 1.8 | 14.4 | -4.2 | 0.1 | 9.5 | 8.7 | -2.7 | -12.1 |
| O=C(OCCN1CCCCC1)c1cccc(F)c1 | 34.9 | 8.2 | 2.7 | -1.7 | -7.0 | 12.3 | -26.8 | -6.4 |
| Cn1c(=O)n(C)c2cc(S(=O)(=O)Nc3ccccc3)ccc21 | 26.9 | 13.2 | 6.0 | 2.7 | -9.8 | 12.8 | 18.9 | 21.0 |

The list continues.
SMILES	Shn3 3UTR inh	HIF-2a block	MITF TRPM1 inh	NR2E3 ag-1	CF NFkB block	Peg3 prom inh	NR2E3 ag-2	KKLEB tox	TROY signal inh	TWEAK-Fn14 inh	TRAIL sens C8
NC(=O)C1CCN(Cc2nc3c(Br)cc(Br)cc3c(=O)[nH]2)CC1	9.3	9.5	3.9	10.6	16.6	16.5	0.4	-4.6	7.4	-12.2	-2.7
COc1ccc(C2C(=O)N(C3CCCCC3)CC(=O)N2CC2COc3ccccc3O2)cc1 (stereo not drawn)	-6.3	19.1	-3.6	-3.7	2.9	8.5	-14.0	11.0	13.8	14.5	6.6
Fc1cccc2sc(Nc3nc4c(F)cccc4s3)nc12	-23.0	-124.3	-13.2	1.8	18.2	-140.0	-18.0	-13.2	-6.6	-28.8	5.1
Cc1c(C(=O)NCC2CCCO2)oc2ccc(S(=O)(=O)N3CCCCC3)cc12 (stereo not drawn)	0.8	4.2	-2.9	5.0	10.6	15.1	5.0	2.1	5.3	11.9	12.1
COc1ccc(NC(=O)C2CCCN2C(=O)NCc2ccccc2)cc1 (stereo not drawn)	-1.9	10.7	6.5	7.3	-17.6	6.5	-12.6	4.4	-6.8	15.2	-16.8
Cc1nc(C)c(C(=O)C2=C(O)C(=O)N(CCN(C)C)C2c2cccs2)s1 (stereo not drawn)	-6.5	-47.0	-15.4	0.4	0.3	-21.0	-17.9	6.9	-15.6	-3.3	2.3
NC(=O)c1ccccc1N/C=C/C(=O)c1cccs1	-23.9	-150.8	-30.3	-2.9	17.9	-178.7	-71.6	-10.7	-50.8	9.3	58.1*
COc1cc(F)ccc1S(=O)(=O)N1CCN(Cc2ccccc2)CC1	-3.4	17.9	-3.7	4.4	-27.5	7.6	-7.1	24.9	6.3	13.1	14.6
CCOc1cc(S(=O)(=O)N(CC)CC)ccc1F	-7.2	22.9	-7.7	2.3	13.1	12.5	3.4	4.2	-0.7	-25.2	-2.6
O=C1CCCc2nc(N3CCN(C(=O)c4ccco4)CC3)ncc21	-60.4	-166.8	-66.3	0.4	-9.1	-157.9	-74.4	11.6	-8.9	1.2	-21.1
CCCC1S/C(=N/N=C/c2ccc(OC)cc2)N(Cc2ccccc2)C1=O (stereo not drawn)	-9.1	-27.7	-6.8	3.0	5.0	-42.4	-32.8	-0.4	9.0	15.6	-5.6
CCO[C@@H]1OC(C(=O)NC2CC2)=C[C@H](c2ccc(Br)cc2)[C@H]1CCCO	-6.4	10.6	9.8	2.6	6.0	7.7	2.1	-4.1	12.7	13.0	-9.0
Cc1ccc(C(=O)Cn2c(-c3ccccc3)noc2=O)cc1	1.1	-69.5	-2.7	-1.3	1.4	-79.7	-26.5	4.8	-3.4	-0.7	-4.0
COc1cc2c3c(c1)c(C1=NC(=S)NC1=O)c(O)n3C(C)(C)C=C2C	3.9	15.1	5.4	2.5	4.1	22.6	-9.7	-10.1	3.9	-1.1	-5.4
CCOC(=O)C1=C(O)/C(=C/c2ccc(-c3ccccc3C(=O)O)o2)SC1=Nc1ccc(C)cc1	nt	25.6	0.6	nt	27.6	15.1	3.6	-2.2	2.5	57.7*	9.4
Cc1cc(NC(=O)CN2CCN(S(=O)(=O)c3ccc4ccccc4c3)CC2)no1	7.4	28.8	8.3	-0.1	0.3	13.2	24.3	7.5	16.3	12.9	6.9
COC(=O)c1ccccc1NC(=O)C1CCN(C(=O)N2CCOc3ccccc32)CC1	14.5	18.6	2.6	0.5	22.2	30.5	-35.2	-16.2	11.4	8.9	9.9
COc1cc(C(=O)OCC(=O)Nc2ccccc2)cc2c1OCCO2	-2.9	-1.2	nt	nt	-0.3	-2.8	-33.4	-4.6	-0.9	-13.0	-23.8
CC(=O)c1cc2c(cc1NC(=O)CSc1nc3ccc(C)cc3[nH]1)OCO2	8.7	-46.1	-6.8	-2.4	2.9	-70.5	-28.1	-3.3	-3.2	-18.2	15.7
O=C(CN(C(=O)CCC(=O)Nc1nccs1)c1ccc2c(c1)OCO2)NCc1ccccc1	4.6	6.7	-5.6	3.1	-0.9	6.6	-16.6	-0.9	-17.0	-2.5	-5.7
COc1ccc(C(c2nnnn2CCc2ccccc2)N2CCN(C3CCCC3)CC2)cc1OC (stereo not drawn)	8.5	12.7	4.7	-2.6	-12.6	2.8	-15.1	4.5	-4.5	7.5	2.3
Cc1ccc(N2CC(C(=O)Nc3cccc(C(=O)NC4CC4)c3)CC2=O)cc1 (stereo not drawn)	9.8	4.8	8.7	2.6	-12.9	-5.3	-21.8	-7.9	-18.3	11.9	9.6
COc1ccc(CCNS(=O)(=O)c2cn(C)c(=O)n(C)c2=O)cc1	2.1	6.1	-2.4	-1.4	17.8	-1.7	-6.9	8.8	6.8	3.9	-4.3
O=C1C(C=NCC2CCCO2)=C(O)c2ccccc21 (stereo not drawn)	-67.2	-108.6	-71.2	2.0	8.2	-145.5	-80.3	0.2	7.3	5.2	7.0
Cc1cc(C)c2c(NC(=S)NC(=O)c3ccccc3)n[nH]c2n1	-17.1	-75.6	4.0	-0.4	-5.5	-42.6	-18.4	6.8	-8.4	5.1	18.6
O=c1nc(Oc2ccccc2)nc2ncccn12	14.8	0.3	nt	nt	-2.6	-13.1	-8.6	-14.5	4.9	-4.0	-12.2
Cn1c(C(=O)NCCN2CCCCCC2)cc2c(=O)n(C)c3ccccc3c21	-40.5	0.4	-0.8	-1.7	19.3	-18.9	-19.8	1.0	-0.7	12.3	-2.0
Cc1ccc(CC(=O)Nc2cccc(C(=O)Nc3c(C)n(C)n(-c4ccccc4)c3=O)c2)cc1C	-13.2	-2.0	nt	nt	-14.8	-11.3	-16.9	14.4	4.6	-10.5	0.4

A portion of the library; count on the stated rates, not on these rows.
